# TDP1 cell noCPT = qHTS for Inhibitors of human tyrosyl-DNA phosphodiesterase 1 (TDP1): qHTS in cells in absence of CPT. Potency, µM (doses to about 46.2 µM), for inactives: at the highest dose activity change, negative = growth inhibition, actives largely listed as inhibitors. 420,000 tested, 15% active. DT40 Tdp1-/- hTDP1 cells, no CPT, ATP luminescence, 48 h. AID 686978, 2013; note: nearly all actives have a fitted effect of over 55% in size
#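 Cells were dispensed at 400 per well, compounds added by pin tool, plates incubated ≥48 hr at 37 °C, then CellTiter-Glo added for 30 min at room temperature before luminescence reading. Line: DT40 Tdp1-/- complemented with hTDP1; camptothecin omitted.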
# TDP1 cell CPT = qHTS for Inhibitors of human tyrosyl-DNA phosphodiesterase 1 (TDP1): qHTS in cells in presence of CPT | chicken DT40 Tdp1-/-;hTDP1 cells + 20 nM CPT, ATP luminescence, 48 h | Potency, µM (series often up to 46.2 µM), inactives show top-dose activity change, negative = growth inhibition, usual class: inhibitors | 420,000 tested, 12% active | AID 686979, 2013; note: nearly all actives have a fitted effect of over 55% in size
#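 Chicken DT40 Tdp1-/- cells complemented with human TDP1, 400 cells/well, exposed to compounds plus 20 nM camptothecin for at least 48 h at 37 C; viability read as ATP content by CellTiter-Glo luminescence.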
# KAT2A inh = qHTS Assay for Inhibitors of GCN5L2 | AID 504327, 2011 | 390,000 tested, 0.21% active | GCN5L2 HAT assay, ThioGlo1 CoA-SH fluorescence | Potency, µM (titrated, usually from 58.9 µM), for the others: at the top dose activity change, negative = inhibition, hits mostly inhibitors
# Target sequence (Q92830 whole entry, looked up): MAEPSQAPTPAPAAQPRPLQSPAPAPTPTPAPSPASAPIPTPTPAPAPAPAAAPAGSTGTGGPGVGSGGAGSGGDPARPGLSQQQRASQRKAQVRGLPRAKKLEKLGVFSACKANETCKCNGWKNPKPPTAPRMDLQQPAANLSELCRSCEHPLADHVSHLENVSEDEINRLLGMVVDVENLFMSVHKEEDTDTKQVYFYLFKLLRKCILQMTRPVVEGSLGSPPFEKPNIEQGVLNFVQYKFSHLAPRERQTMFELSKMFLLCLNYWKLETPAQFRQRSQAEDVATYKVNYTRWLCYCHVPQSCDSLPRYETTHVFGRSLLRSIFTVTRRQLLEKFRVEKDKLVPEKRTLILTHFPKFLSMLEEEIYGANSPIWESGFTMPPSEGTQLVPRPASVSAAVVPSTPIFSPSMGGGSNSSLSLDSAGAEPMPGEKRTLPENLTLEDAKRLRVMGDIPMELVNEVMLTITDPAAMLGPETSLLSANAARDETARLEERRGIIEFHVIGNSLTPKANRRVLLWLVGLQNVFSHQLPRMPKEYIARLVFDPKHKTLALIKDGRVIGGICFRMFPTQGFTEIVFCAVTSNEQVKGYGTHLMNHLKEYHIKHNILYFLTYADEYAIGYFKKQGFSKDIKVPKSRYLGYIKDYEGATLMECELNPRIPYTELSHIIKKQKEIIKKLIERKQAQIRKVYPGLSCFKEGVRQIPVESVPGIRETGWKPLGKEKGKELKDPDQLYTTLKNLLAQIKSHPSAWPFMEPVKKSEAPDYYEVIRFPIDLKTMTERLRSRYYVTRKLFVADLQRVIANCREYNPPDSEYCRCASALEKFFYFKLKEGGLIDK
#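 Free CoA generated was detected with ThioGlo1 (50uM) fluorescence at Ex340nm/Em540nm, read immediately and after 20 min at room temperature. Enzyme, 20 nM in HEPES pH 7.5 buffer, saw compounds 15 min before adding 75uM H3(1-25) peptide and 70uM acetyl-CoA.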
# An asterisk follows results filed as active; ? = inconclusive; . = no result given; [ ] = another dose, or the depositor's remark. Calls come from the whole dose curve; as a rule, active = well fitted curve in the direction sought with a large enough effect; inconclusive = small, poorly fitted or top-dose-only effect, or another doubt; inactive = no such curve, though single readings can be large; an effect the other way counts as inactive or inconclusive. % is set by controls: 0 for no effect and ±100 for the full control effect; potency is the fitted concentration of half-maximal effect.
SMILES,TDP1 cell noCPT,TDP1 cell CPT,KAT2A inh
CCOc1ccc(N(CC(=O)Nc2ccccc2CC)S(=O)(=O)c2c(C)noc2C)cc1,3.7µM*,4.6µM*,-13%
Cc1noc(C)c1COC(=O)CN(C)S(=O)(=O)c1ccc(Cl)cc1,-3%,15%,1%
Cc1ccc(S(=O)(=O)Cc2ccc(C(=O)N3CCN(c4cccc(Cl)c4)CC3)o2)cc1,0.65µM*,0.65µM*,-17%
COc1ccc(N2CCN(c3nc4c(c(=O)n(C)c(=O)n4C)n3CCCc3ccccc3)CC2)cc1,-11%,?,3%
O=C(c1ccc(Cl)c(S(=O)(=O)N2CCOCC2)c1)N1CCCCCC1,-3%,-25%,1%
CC1(C)CC(NS(=O)(=O)c2ccc(C(C)(C)C)cc2)CC(C)(C)N1,?,-30%,-8%
CC(Cc1ccccc1)N1CCCC1=O (configuration not stated),-13%,-26%,.
O=C1CN(S(=O)(=O)c2cccc(Cl)c2Cl)CCN1,5%,12%,-4%
CC(C)(C)c1ccc(-c2noc(-c3ccno3)n2)cc1,?,-26%,-7%
CC1S/C(=N/N=C/c2ccco2)N(Cc2ccc(F)cc2)C1=O (configuration not stated),?,-21%,-18%
COc1ccc(S(=O)(=O)Nc2cc(S(=O)(=O)N3CCOCC3)ccc2OC)cc1,-22%,-16%,-1%
O=C(Nc1ccccc1)C1=C[C@@H](c2coc3ccccc3c2=O)C[C@@H](OCc2ccc(CO)cc2)O1,15µM*,?,-2%
COCCN1C(=O)N[C@@H](c2cccc(C(F)(F)F)c2)[C@H](C(=O)OC)[C@H]1C,-15%,-15%,.
COc1cccc(C(=O)COC(=O)C(C)N2C(=O)c3ccccc3C2=O)c1 (configuration not stated),2%,3%,-2%
O=c1c2ccccc2nc2n1C(CSCc1ccccc1)CS2 (configuration not stated),6.5µM*,8.2µM*,-3%
Cc1noc(C)c1-c1nc(NCCN2CCOCC2)c2ccccc2n1,-6%,-3%,-11%
COc1ccccc1C1C(C#N)=C(N)Oc2c1c(-c1ccccc1)nn2-c1ccccc1 (configuration not stated),?,?,-5%
O=C(Nc1ccc(N2CCN(C(=O)c3ccco3)CC2)cc1)c1ccccc1,-6%,3%,-4%
CC(=O)Nc1cccc(NC(=O)C2C3C=CC(C3)C2C(=O)O)c1 (configuration not stated),4%,8%,-11%
COc1cccc2c1Oc1ncccc1N(c1ccc(C(=O)NCc3ccccc3C)s1)C2,?,?,-6%
O=C(N/N=C1\CCCCc2ccccc21)c1ccccn1,?,-19%,-7%
CCCn1c(=O)c2sccc2n2c(CCCC(=O)NCCOC)nnc12,0%,-2%,-4%
CCc1nnc(NC(=O)c2cccc(S(=O)(=O)N3CCCC3)c2)s1,2%,2%,-6%
CC1CCN(Cc2nnnn2-c2ccc(Cl)cc2)CC1,-22%,-5%,-2%
O=C(c1ccc(Br)o1)N1CCN(c2ccc(F)cc2)CC1,-5%,-8%,-14%
COc1ccc(CNC(=O)CCCN2C(=O)CSc3c2c(C)nn3-c2ccccc2)c(OC)c1,16µM*,?,-8%
COc1ccc(-c2nc3ccccc3c(=O)n2CCc2ccc(O)cc2)cc1,9.2µM*,15µM*,-6%
CCOC(=O)N/N=C(\C)c1ccc(OC(F)F)cc1OC(F)F,3%,-16%,-5%
Cc1ccc(S(=O)(=O)N2C[C@H]3C(=O)C[C@@H](c4cccs4)N(S(=O)(=O)c4ccc(C)cc4)[C@H]3C[C@H]2c2ccccc2)cc1,?,-22%,.
COc1ccc(-c2nc3cc(NC(=O)c4ccc(C)cc4)ccc3o2)cc1Cl,?,21µM*,19%
O=S(=O)(c1ccccc1)N1CCN(Cc2cccc(Br)c2)CC1,?,5%,.
COc1ccc(N=CC2=C(O)CC(c3ccccc3)CC2=O)c(OC)c1 (configuration not stated),15µM*,18µM*,-9%
Cc1ccc(-n2c(C)cc(C=C3C(=O)CC(C)(C)CC3=O)c2C)cc1,?,?,-5%
CCN(CC)CCCN(C(=O)c1ccccc1C)c1nc(-c2ccc(OC)cc2)cs1,23µM*,?,-13%
CCN(CCO)c1ccc(N=Nc2cc(C)[nH]n2)cc1,-16%,-30%,-3%
O=C(O)/C=C/C(=O)Nc1ccc(OCc2ccccc2)cc1,-6%,15%,16%

# Reprinted from above (7 entries):
SMILES,TDP1 cell noCPT,TDP1 cell CPT,KAT2A inh
Cc1ccc(S(=O)(=O)N2C[C@H]3C(=O)C[C@@H](c4cccs4)N(S(=O)(=O)c4ccc(C)cc4)[C@H]3C[C@H]2c2ccccc2)cc1,?,-22%,.
COc1ccc(-c2nc3cc(NC(=O)c4ccc(C)cc4)ccc3o2)cc1Cl,?,21µM*,19%
O=S(=O)(c1ccccc1)N1CCN(Cc2cccc(Br)c2)CC1,?,5%,.
COc1ccc(N=CC2=C(O)CC(c3ccccc3)CC2=O)c(OC)c1 (configuration not stated),15µM*,18µM*,-9%
Cc1ccc(-n2c(C)cc(C=C3C(=O)CC(C)(C)CC3=O)c2C)cc1,?,?,-5%
CCN(CC)CCCN(C(=O)c1ccccc1C)c1nc(-c2ccc(OC)cc2)cs1,23µM*,?,-13%
CCN(CCO)c1ccc(N=Nc2cc(C)[nH]n2)cc1,-16%,-30%,-3%

# New compounds follow.
SMILES,TDP1 cell noCPT,TDP1 cell CPT,KAT2A inh
Cc1ccc(SCC(=O)Nc2ccc(N3CCN(c4ccccc4)CC3)c(F)c2)cc1,-22%,-29%,5%
COc1ccc(NC(=O)c2ncoc2-c2ccco2)cc1Cl,-13%,-3%,3%
O=C(Nc1nc(=O)c2ccccc2s1)c1ccccc1,?,?,-21%
NC(=O)C1(N2CCCC2)CCN(Cc2ccccc2)CC1,1%,-5%,.
Cc1ccc(NS(=O)(=O)c2cc(C(=O)NCCSc3ccc(C)cc3)ccc2C)cc1,?,?,-9%
CC(=O)N1CN(C2CCS(=O)(=O)C2)Cc2c1sc1c2CCCC1 (configuration not stated),-3%,-13%,-4%
N#Cc1nc(/C=C/c2ccccc2)oc1NCCCN1CCOCC1,-26%,-13%,4%
CCC(=O)c1ccc(OCC(=O)OCC(=O)N2c3ccccc3CC2C)cc1 (configuration not stated),-6%,12%,-4%
CC[C@@]1(C(=O)OC)N[C@H](CN(C)C(=O)Nc2ccc(F)cc2)[C@@H]2C(=O)N(C)C(=O)[C@@H]21,-3%,-1%,-1%
CC(C)CC(=O)Nc1nc(=S)ss1,10µM*,?,-9%
CC(=O)NCCNC(=O)C1(C)Cc2c(-c3ccccc3)ccnc2O1 (configuration not stated),-13%,-15%,.
Cc1oc(C(C)(C)C)cc1C(=O)N1CCCC1C(=O)O (configuration not stated),8%,-7%,-3%
O=S1(=O)C[C@@H](O)[C@@H](Nc2ccccc2)C1,2%,7%,3%
CC(OC(=O)c1ccccc1NS(=O)(=O)c1cccc(N)c1)C(=O)N(C)Cc1ccccc1 (configuration not stated),23µM*,?,-4%
CC1(C)Cc2ccccc2C(=NC(Cc2ccccc2)C(=O)O)N1 (configuration not stated),4%,6%,-6%
CC(C)N(C(=O)Cn1cc(SCC(=O)NCc2ccco2)c2ccccc21)C(C)C,?,?,0%
Cc1cc(NC(=O)c2cnn3c(C(F)(F)F)cc(-c4ccccc4)nc23)no1,23µM*,13µM*,-3%
COc1ccc(S(=O)(=O)Nc2cccc(-n3cnnn3)c2)cc1,?,-28%,-4%
COCCCn1c(C(=O)NCCC2=CCCCC2)cc2c(=O)n3ccccc3nc21,1%,-23%,-5%
COc1ccccc1N(CC(=O)NC(C)(C)C)C(=O)c1ccc(Cl)nc1,?,?,-17%
CNC(=O)CSc1nnc(-c2cccc(S(=O)(=O)N3CCOCC3)c2)n1-c1ccc(F)cc1,-3%,-13%,-1%
O=C(/C=C/c1ccc2c(c1)OCO2)N1CCOCC1,-6%,-11%,-3%
c1csc(CNc2ncnc3nc[nH]c23)c1,?,?,-10%
Cc1cnc(=O)[nH]c1SCC(=O)Nc1nccs1,11%,-1%,-3%

# Whole records as entered above. Order of values: TDP1 cell noCPT	TDP1 cell CPT	KAT2A inh
# c1csc(CNc2ncnc3nc[nH]c23)c1 across the screens: ?	?	-10%
# Cc1cc(NC(=O)c2cnn3c(C(F)(F)F)cc(-c4ccccc4)nc23)no1 across the screens: 23µM*	13µM*	-3%
# O=C(/C=C/c1ccc2c(c1)OCO2)N1CCOCC1 across the screens: -6%	-11%	-3%
# O=S1(=O)C[C@@H](O)[C@@H](Nc2ccccc2)C1 across the screens: 2%	7%	3%
# Cc1cnc(=O)[nH]c1SCC(=O)Nc1nccs1 across the screens: 11%	-1%	-3%

# Additional records.
SMILES,TDP1 cell noCPT,TDP1 cell CPT,KAT2A inh
O=C(c1ccc2nccnc2c1)N1CCN(Cc2ccc3c(c2)OCO3)CC1,-15%,-28%,0%
O=[N+]([O-])c1nn(-c2ccccc2)n(O)c1=NCc1ccc2c(c1)OCO2,?,?,-3%
CC(=O)Nc1ccc(NC(=O)C(C)OC(=O)CCCOc2ccc(Cl)c(C)c2)cc1 (configuration not stated),?,?,-5%
COc1cccc(NC(=O)COc2ccc3c(c2)CCC3)c1,3%,0%,-7%
CC(C)COP(=O)(OCC(C)C)C(O)c1ccccc1F (configuration not stated),-8%,-4%,-14%
CCOC(=O)C1=NN(C(C)=O)C2(CC(=O)N(c3cc(C)cc(C)c3)C2=O)C1 (configuration not stated),6%,7%,3%
C=CCn1cc(/C=C2/NC(=O)NC2=O)c2ccccc21,?,-25%,-1%
COC(=O)c1cc2oc3ccccc3c2n1CC(=O)Nc1ccccc1OC,-14%,7%,-4%
O=Cc1ccc(Cl)c(Cl)c1,-13%,7%,-2%
CCOC(=O)C1CCN(CC(O)COc2ccc(S(=O)(=O)N3CCCC3)cc2[N+](=O)[O-])CC1 (configuration not stated),-22%,-26%,-8%
COc1ccc(NC(=O)c2ccccc2F)cc1Cl,-27%,-11%,-5%
Cc1nnsc1C(=O)N1CCCC1(C)C(=O)O (configuration not stated),2%,3%,.
COc1ccc(S(=O)(=O)CCC(=O)NCCc2ccc(S(N)(=O)=O)cc2)cc1,1%,12%,5%
Cc1ccccc1-c1cnc(C(O)c2c(C)ccc3ccccc23)[nH]1 (configuration not stated),?,?,.
COc1cccc(CN2C(=O)C(C)N(C(=O)c3c(F)cccc3F)c3ccccc32)c1 (configuration not stated),10µM*,23µM*,-9%
COc1cccc(CCC(=O)Nc2cccc(S(=O)(=O)N3CCCC3)c2)c1OC,?,?,-7%
CCOc1ccc(CC(=O)N2CCc3cc(OC)c(OC)cc3C2COc2ccc3c(C)cc(=O)oc3c2)cc1 (configuration not stated),-10%,-25%,-3%
O=C(CCn1nnnc1CN1CCOCC1)N1CCC(c2ccccc2Cl)C1 (configuration not stated),-9%,-13%,-8%
CNC(=S)N/N=C/c1c(C)nn(-c2cccc(Cl)c2)c1Cl,-3%,-11%,-1%
COc1ccc(C(c2c(O)nc[nH]c2=O)c2c(O)nc[nH]c2=O)cc1,-3%,40%[activator],19%
C[C@@H]1CN([C@@H](C)CO)C(=O)CCCn2nncc2CO[C@H]1CN(C)Cc1ccccc1C(F)(F)F,?,18µM*,.
COc1cccc(/C=C/c2ccnc3ccccc23)c1OC,11µM*,?,.
CCCC(C(=O)O)N1C(=O)/C(=C2\C(=O)N(C)c3ccccc32)SC1=S (configuration not stated),8%,?,-20%
O=C(N/N=C\c1cccc(F)c1)c1ccc(-c2ccccc2)cc1,-1%,-3%,0%
CSc1ncccc1C(=O)OCC(=O)c1cc(C)n(CC2CCCO2)c1C (configuration not stated),?,-20%,-7%
Cn1c2c(c(=O)n(C)c1=O)C(c1cc3c(cc1Br)OCO3)CC(=O)N2 (configuration not stated),-2%,-1%,-12%
Cc1ccc(-n2nc(C)c3nc(CCC(=O)Nc4ccc(F)cc4)c(=O)n(C)c32)cc1,-1%,-2%,5%
COc1ccc(NC(=O)N2CCC(n3c(C)nc4cccnc43)CC2)cc1OC,25%,-8%,23%
Cc1cccc(C)c1Nc1nnc(SCC(=O)NCc2ccco2)s1,-24%,-29%,-7%
Cc1ccc(-n2c(CNc3ccc(F)cc3)nnc2SCC(=O)O)cc1,-1%,9%,-12%
O=C(COc1ccc(Cl)cc1)NCc1nnc(SCC(=O)Nc2ccc3c(c2)OCCO3)o1,-13%,-28%,-2%
CN(CC(=O)NC1(C)CCS(=O)(=O)C1)S(=O)(=O)c1ccc(Cl)cc1 (configuration not stated),0%,13%,-7%
C=CCc1cccc2cc(-c3nc4ccc(C)cc4[nH]3)c(=O)oc12,-20%,-3%,-9%
O=S(=O)(c1ccccc1)N1CCC2(CCCN(C(c3ccccc3)c3ccccc3)C2)CC1,-4%,7%,-6%
O=C(O)c1ccc2c(c1)C(=O)N(CCC1=CCCCC1)C2=O,-13%,-10%,-3%

# Screening data: PubChem, National Center for Advancing Translational Sciences (NCATS)
